Rin1-Abl PPI inh – blocks binding of human Rin1 to Abl; P00519+Q13671; TR-FRET Rin1/Abl binding, biochemical; inhibition, % at 7.35 µM; 360,000 tested, 0.4% active; AID 588664; in the data active means inhibition above about 5%, passing the limit was not always enough
eLon inh – inhibits E. coli Lon protease | 360,000 tested, 0.42% active | purified E. coli Lon protease, fluorescence polarization | AID 602123 | inhibition, % at 7.94 µM | P0A9M0; in the data active means inhibition above about 13%, passing the limit was not always enough;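 further: 0% = enzyme with probe and DMSO and 100% = no enzyme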
MT1-MMP act inh – MT1-MMP (human) activation inhibition. 360,000 tested, 0.061% active. HT1080 RFP-PRO-GFP cells, GFP/RFP ratio fluorescence, overnight; percent of plate control window, DMSO zero. GFP/RFP ratio change, % at 20 µM;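 active means GFP/RFP ratio change of at least 30% with cell ATP level not reduced by more than half and red fluorescence within 50% of control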; further: strong numbers were not always called active
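Read-out: GFP/RFP fluorescence ratio; Test system: RFP-PRO-GFP reporter HT1080 cells; Compound dosing: single-point 20 µM compound, 1% DMSO; Times: overnight compound exposure at 37 °C.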
CSN deneddyl inh – blocks human CSN-mediated cullin deneddylation. inhibition, % at 12.5 µM. Purified CSN, SCF-Nedd8-OG deneddylation, fluorescence polarization. 360,000 tested, 0.38% active. Q92905;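 active means pattern-corrected inhibition above about 35%, with an unprinted fluorescence ratio check between 0.5 and 1.5, limit read from the data, passing the limit was not always enough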;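 further: 0% = enzyme with substrate and 100% = substrate without enzyme; some results filed as inactive read as strong as hits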
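Schedule: reaction 90 min, room temperature / Assay system: HEK293T-derived human Csn5 enzyme / Input: Csn5 at 0.24 nM final / Measure: inhibition of Csn5 cleavage, % / Control set: substrate-only high control, full reaction low control / Technique: fluorescence polarization of the substrate / Buffer or medium: Tris/NaCl/DTT buffer, pH 7.5 / Reagent: SCFSkp2-Nedd8OG substrate at 10 nM final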
Rpn11 block – Rpn11 (human) deubiquitinase inhibition. human 26S proteasome, Ub4-pepOG fluorescence polarization; 20S core pre-blocked with epoxomicin. calls only at 20 µM. 360,000 tested, 0.59% active;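 active means inhibition at 20 µM, scaled to each plate's controls, above about 33%, limit read from the data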
MLLE-PAM2 inh – inhibitors of microRNA-mediated deadenylation, human PABP1 MLLE binding | 360,000 tested, 0.36% active | inhibition, % at 20 µM | GST-MLLE / FITC-PAM2 fluorescence polarization; in the data active means inhibition above about 35%, passing the limit was not always enough;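 further: plate controls were DMSO wells with GST-MLLE for no effect and wells lacking GST-MLLE protein for full effect; some results filed as inactive read as strong as hits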
FAS-TE inh – inhibitors of human fatty acid synthase thioesterase domain. 360,000 tested, 0.67% active. P49327. AID 602261. recombinant FAS-TE, OMFH fluorogenic substrate, fluorescence endpoint. inhibition, % at 15 µM;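 active means compounds whose normalised, plate-corrected inhibition of enzyme fluorescence in the single-dose primary screen is 50% or more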;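 further: 0% = DMSO with enzyme and 100% = substrate without enzyme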
bovine MsrA act – activates bovine MsrA enzyme; AID 602163; purified bovine MsrA, absorbance read-out; 360,000 tested, 0.3% active; activation, % at 10.6 µM; in the data active means activation above about 7.5%;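 further: 0% = vehicle and 100% = reference activator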
MsrA inh – inhibitors of bovine MsrA; purified bovine MsrA, absorbance read-out; 360,000 tested, 0.75% active; inhibition, % at 15.5 µM; in the data active means inhibition above about 4.5%;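 further: 0% = vehicle wells with enzyme and 100% = reference inhibitor wells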
* hit, by the source's call; i = inactive; · = no result given. The order is random; 3.7% or so of the library scored in one or more.

Molecule,Rin1-Abl PPI inh,eLon inh,MT1-MMP act inh,CSN deneddyl inh,Rpn11 block,MLLE-PAM2 inh,FAS-TE inh,bovine MsrA act,MsrA inh
O=C(c1ccc2c(c1)OCO2)N1CCCN(C(=O)c2ccc3c(c2)OCO3)CC1,0,7,-2,12,i,-7,-6,-2,0.7
COc1ccccc1NC(=O)CSc1nnc(-c2ccncc2)n1CC1CCCO1 (configuration not stated),0,-5,5,2,i,6,-3,0,0.2
CCOC(=O)C1(CC2CCCCO2)CCN(Cc2cc3ccccc3[nH]2)CC1 (configuration not stated),1,-3,-14,3,i,-12,0,-2,0.4
NNC(=O)Cn1nc(-c2ccccc2)c2ccccc2c1=O,-1,0,-3,5,i,-18,-3,1,-0.8
Brc1cccc(/C=N\n2cnnc2)c1,-1,-3,-8,1,i,2,-7,-3,-0.6
NC(=O)Cn1cnc2nc3n(c2c1=O)CCC3,2,8,1,1,i,9,-5,-1,-0.5
O=S(=O)(c1ccc2c(c1)CCCC2)N1CCNCC1,1,-1,-1,-1,i,-4,0,-6,-0.3
CCC(C)N1CCN(C(=O)c2cc(OC)cc(OC)c2)CC1 (configuration not stated),1,-7,-3,-2,i,-2,-6,-4,-0.8
COC(=O)C(C(C)C)N(Cc1cc(OC)cc(OC)c1)S(=O)(=O)CCl (configuration not stated),-2,5,4,4,i,3,4,-2,-0.1
Cc1ccc(C)c(N(C(=O)c2ccco2)C(C(=O)NC2CCCC2)c2ccco2)c1 (configuration not stated),5,5,-3,0,i,7,0,-4,-0.3
Cc1ccc(S(=O)(=O)N2CCC(C(=O)NC3CC(C)(C)NC(C)(C)C3)CC2)cc1C,-1,2,-1,0,i,1,-5,-1,0.9
COc1ccc2cc3c(nc2c1)OCC3,1,-6,-2,-4,i,1,-1,-3,2.0
CC(OC(=O)c1cccc(O)c1)C(=O)N(C)Cc1ccccc1 (configuration not stated),2,7,1,7,i,4,-5,-2,-0.7
O=C(COC(=O)[C@H](Cc1ccccc1)NC(=O)c1ccco1)NC(c1ccccc1)c1ccccc1,-1,4,0,-3,i,-6,-2,-2,3.5
CN(c1ccccc1)S(=O)(=O)c1cccc(NC(=O)CSc2ncn[nH]2)c1,0,17,8,-11,i,-23,-73,-10,1.0
CCN(CC(=O)NC1CCS(=O)(=O)C1)c1ccc([N+](=O)[O-])cc1C#N (configuration not stated),-3,-5,-1,0,i,-2,-1,-8,3.5
CC(C)C(=O)Nc1cccc(NC(=O)c2cccc(F)c2)c1,-3,4,4,0,i,7,-9,-1,-1.2
Cc1ccnc(NCc2ccccc2O)c1,1,13,-3,3,i,1,-5,-4,-1.1
CN(C)c1ccc(/C=C(\C#N)C(=O)Nc2nc3c(s2)CCN(Cc2ccccc2)C3)cc1,-9,i,-226,29,·,153,-172,-5,1.0
CCOP(=O)(c1ccccc1)C1(C#N)CC1 (configuration not stated),4,1,-3,-2,i,-13,-8,-1,-0.5
N/C(=N\OC(=O)c1ccc(Br)cc1)c1ccccc1,4,7,-1,8,i,9,4,-5,0.6
COc1ccc(C(=O)N2CCSCC2)cc1OC1CCN(C(C)=O)CC1,4,-5,1,-4,i,9,-5,-8,0.8
Cc1ccc2c(ccn3cc4c(c(=O)n(C)c(=O)n4C)c23)c1,-3,-6,3,1,i,-11,1,-9,0.3
Cc1cc(=O)[nH]c(SCc2nc3ccc([N+](=O)[O-])cc3[nH]2)n1,0,1,1,0,i,23,16,-5,0.3
Cc1ccc(NC(=O)CSc2nnc3ccccn23)cc1,-2,2,2,-2,i,9,-4,-5,-0.5

Additional structures.
Molecule,Rin1-Abl PPI inh,eLon inh,MT1-MMP act inh,CSN deneddyl inh,Rpn11 block,MLLE-PAM2 inh,FAS-TE inh,bovine MsrA act,MsrA inh
NC(=O)C1CCN(C(=O)c2ccc(C(F)(F)F)cc2)CC1,1,-6,3,-3,i,5,-6,1,-0.7
CCOc1ccccc1NC(=O)C1CCCN(S(=O)(=O)c2ccc(OC)c(C)c2)C1 (configuration not stated),2,2,-6,-7,i,-3,14,-3,-0.5
O=C(O)/C=C/C(=O)NC1CCCCC1,-1,-13,-4,-1,i,-9,-13,-10,-0.4
Cc1ccccc1NC(=O)NC1(C(=O)N2CCN(C)CC2)CCCCC1,-2,7,-2,1,i,13,-3,-3,0.4
Oc1ccc(Cl)cc1-c1cc(-c2ccco2)[nH]n1,1,-20,7,45*,i,4,15,-9,0.3
CC(=O)C(Sc1nn(C)c(=S)s1)C(=O)Nc1ccccc1 (configuration not stated),-5,-1,1,2,i,-38,-2,2,1.8
Cc1ccc(C(CNC(=O)c2ccco2)N2CCN(C)CC2)cc1 (configuration not stated),3,-3,-7,-5,i,26,-8,-1,-0.1
CN(C(=O)COC(=O)c1ccc(Cl)c(S(=O)(=O)N2CCCCC2)c1)C1(C#N)CCCCC1,2,-1,1,0,i,1,30,-4,1.2
COC(=O)c1sccc1NC(=O)c1ccc2c(c1)OCO2,2,-8,-3,-4,i,-33,8,-2,1.5
COCC(=O)Nc1ccc(S(=O)(=O)N2CCCC2)cc1,3,2,-3,5,i,4,-5,-1,-1.8
O=S(=O)(c1ccc(NC(=S)N/N=C/c2c3ccccc3cc3ccccc23)cc1)N1CCOCC1,-3,-28,-12,3,i,-42,21,-4,3.9
CC(=O)N/C(N)=N/c1nc2cc([N+](=O)[O-])ccc2o1,-1,-7,5,5,i,-1,7,-3,-0.3
Cc1cc(NC(=O)CSc2ncnc3sccc23)no1,0,-2,0,-2,i,4,-3,-7,-0.2
COc1ccc(C2CC(c3ccccc3)=NN2C(=O)CSc2nnnn2-c2cccc(C)c2)cc1 (configuration not stated),-3,-12,-6,2,i,2,28,-5,-0.7
CCC(=C(c1ccc(OC)cc1)c1ccc(OC)cc1)c1cn(CC(O)CN2CCN(C)CC2)c2ccccc12 (configuration not stated),1,4,-5,0,i,-1,6,0,0.1
O=C1CC(c2ccco2)CC(O)=C1C=NCCN1CCNCC1 (configuration not stated),-1,3,1,3,i,-2,-8,-1,0.4
C#CCOCCOCCOCCNc1nc(N2CCOCC2)nc(N2CCN(C(=O)[C@H](CC(N)=O)n3cc([C@@H](N)C(C)C)nn3)CC2)n1,2,-15,-1,-1,i,17,0,-1,-1.2
Oc1ccccc1CNn1cnnc1,-1,-2,2,1,i,-1,-9,-2,0.5
COc1ccc(CCN(C(=S)Nc2ccccc2)C2CC(=O)N(c3ccccc3)C2=O)cc1 (configuration not stated),2,2,1,-3,i,-19,16,-2,-0.5
CSc1ccc(CN2CCC2(C)C(=O)Nc2ccc(C)c(O)c2)cc1 (configuration not stated),2,-2,1,3,i,-9,-1,-1,-1.4
Cc1ccc(Cl)cc1NS(=O)(=O)c1ccccc1,3,-14,5,0,i,-7,-2,-3,-1.7
COc1cc(C(=O)NCC(=O)N2CCN(S(=O)(=O)c3ccccc3C(F)(F)F)CC2)cc(OC)c1OC,-1,2,0,-3,i,12,-6,-1,-1.2
CCNS(=O)(=O)c1ccc(CCC(=O)NCCc2ccc(OC)cc2)cc1,2,-15,8,-2,i,-1,-4,-4,-1.1
O=C1/C(=C/c2ccco2)SC(=S)N1CC1CCCO1 (configuration not stated),-2,4,7,27,i,5,9,-4,1.5
Cc1ccc(C(=O)Nc2ccc3c(c2)OCO3)o1,-1,-2,-4,-7,i,-7,-8,-1,0.5

One compound at a time, as listed above. Order of values: Rin1-Abl PPI inh, eLon inh, MT1-MMP act inh, CSN deneddyl inh, Rpn11 block, MLLE-PAM2 inh, FAS-TE inh, bovine MsrA act, MsrA inh
`Cc1ccccc1NC(=O)NC1(C(=O)N2CCN(C)CC2)CCCCC1` in the list: -2, 7, -2, 1, i, 13, -3, -3, 0.4
`Cc1cc(NC(=O)CSc2ncnc3sccc23)no1` in the list: 0, -2, 0, -2, i, 4, -3, -7, -0.2

Other records:
Molecule,Rin1-Abl PPI inh,eLon inh,MT1-MMP act inh,CSN deneddyl inh,Rpn11 block,MLLE-PAM2 inh,FAS-TE inh,bovine MsrA act,MsrA inh
CCN1C(=O)C(CC(=O)Nc2ccc(OC)cc2)N(CCc2ccccc2F)C1=S (configuration not stated),-2,1,3,-6,i,-2,23,0,-1.2
c1ccc(-c2nc3nonc3nc2-c2ccccc2)cc1,4,-2,4,9,i,20,21,3,1.0
CCOC(=O)CNC(=O)CSc1nc(Cc2ccccc2)nc2ccccc12,-15,0,-2,5,i,-8,4,3,1.1
COc1ccccc1OCC(=O)N(Cc1nc(-c2ccccc2)no1)C1CCCCC1,4,-3,-2,2,i,3,22,-6,-0.3
COc1ccccc1C(=O)N1CCN(S(=O)(=O)c2ccccc2)CC1,0,-11,4,-5,i,17,-4,-1,0.4
O=C(N/N=C\c1cc(Br)cs1)C1COc2ccccc2O1 (configuration not stated),-2,-9,-5,5,i,10,2,-4,0.3
CCOC(=O)c1ccc2c(c1)nc(C)n2CC,3,-1,-4,2,i,-7,-14,-4,0.1
CC(=O)c1ccc(NC(=O)Nc2ccc3c(c2)N(C)C(=O)CS3)cc1,1,-4,-12,4,i,12,0,-6,0.7
CC(C)NC(=O)CCN1C(=O)c2ccccc2Sc2ncccc21,-1,2,0,-1,i,4,-6,-4,-1.1
O=P(OC1CCCCC1)(OC1CCCCC1)C(O)c1ccccc1 (configuration not stated),-3,-3,-2,0,i,-13,-4,-1,0.7
Cc1ccc(NC(=O)CN(C)C(=O)c2ccc(NS(=O)(=O)c3ccc4[nH]c(=O)[nH]c4c3)cc2)cc1,0,-4,-2,-3,i,-3,-2,-1,-1.1
COC(=O)C1CCN(C(=O)COC(=O)c2ccc(OC)c(S(=O)(=O)N3CCCc4ccccc43)c2)CC1,3,-3,-2,-4,i,-5,2,-5,-0.2
COC(=O)c1ccc(C(=O)NC2CC(C)(C)Cc3c2cnn3-c2ccc(F)cc2)nc1 (configuration not stated),0,-3,-5,0,i,-14,17,-4,-0.6

Screening data (PubChem BioAssay)
